Compound activity deposited in PubChem by Broad Institute.
GASC1 inh – KDM4C (human) demethylase inhibition | Q9H3R0 | GST-KDM4C 2-372, H3K9me3 peptide, LANCE TR-FRET | inhibition, % at 12.5 µM | 96,000 compounds, 0.15% hits | AID 720574;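 active = mean replicate inhibition above about 25%, with at least 55% of replicates also reaching it, limit read from the data, passing the limit was not always enough; inconclusive = only one of those two conditions met; inactive = neither condition met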
Target sequence (Q9H3R0 2-372 limits assumed): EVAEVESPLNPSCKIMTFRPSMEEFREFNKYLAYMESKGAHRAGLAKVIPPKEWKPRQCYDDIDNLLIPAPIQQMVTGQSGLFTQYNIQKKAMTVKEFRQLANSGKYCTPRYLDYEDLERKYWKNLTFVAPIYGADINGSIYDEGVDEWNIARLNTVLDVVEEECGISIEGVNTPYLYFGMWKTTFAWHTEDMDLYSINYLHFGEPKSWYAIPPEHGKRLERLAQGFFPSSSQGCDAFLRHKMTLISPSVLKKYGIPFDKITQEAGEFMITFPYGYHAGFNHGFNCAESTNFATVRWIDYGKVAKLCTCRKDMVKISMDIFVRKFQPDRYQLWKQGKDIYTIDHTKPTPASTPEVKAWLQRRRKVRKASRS
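Compound: one test concentration per compound; Material: GST-GASC-1 enzyme fragment 2-372; Amount: GASC-1 enzyme at 10 nM final in reaction; Also added: H3K9me3 peptide substrate, Fe(II), 2-oxoglutarate; Technique: LANCE TR-FRET; Times: 30 min demethylation and 1 h detection at room temperature.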
C diff growth – inhibitors of Clostridium difficile growth. growth activity, negative = inhibition, % at 16 µg/mL (by protocol). Clostridium difficile clinical isolate growth, OD600, 24 h; hits give low values. 86,000 compounds, 0.25% hits;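 active = mean growth activity at or below -80% and every replicate also at or below -80%; inconclusive = mean at or below -80% but some replicate above -80%; inactive = mean growth activity above -80%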;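 note: 0% = DMSO wells and -100% = levofloxacin 16 µg/mL wells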
Pf Dd2 growth – inhibitors of Plasmodium falciparum Dd2 growth; 94,000 compounds, 2.3% hits; P. falciparum Dd2 growth, SYBR Green, 72 h; hits give low values; activity change, % at 10 µM; in the data active = activity change below about -80%; inconclusive = no clear call, values can overlap the other calls
Tcruzi prolif – inhibitors of T. cruzi proliferation | T. cruzi beta-gal in NIH3T3, GalScreen luminescence, 90 h | 77,000 compounds, 5.9% hits | inhibition, % at 8.34 µM | AID 624255;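 active = mean inhibition above about 93%, with at least 55% of replicates each passing it, limit read from the data, passing the limit was not always enough; inconclusive = only one of those two conditions holds; inactive = neither condition holds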
Numbers without * were called inactive; ? = inconclusive; · = not tested or not shown; & = joins results of further samples.

SMILES	GASC1 inh	C diff growth	Pf Dd2 growth	Tcruzi prolif
CC(C)CC#Cc1ccc2c(c1)O[C@@H](CN(C)S(=O)(=O)c1ccc(F)cc1)[C@H](C)CN([C@@H](C)CO)S2(=O)=O	-2.5	18	-68	·
CO[C@@H]1CN(C)C(=O)c2ccc(NS(=O)(=O)CC(F)(F)F)cc2OC[C@@H](C)N(Cc2nccs2)C[C@@H]1C	1.1	·	16	-7
C[C@H](CO)N1C[C@H](C)[C@H](CN(C)C(=O)NC2CCCCC2)OCCCC[C@H](C)Oc2ccc(NC(=O)c3ccncc3)cc2C1=O	-0.8	-8	-24	-32
C[C@@H]1CN([C@H](C)CO)C(=O)c2cccc(NC(=O)NC3CCCCC3)c2O[C@@H]1CN(C)Cc1ccccc1	-2.2	7	-32	-67
Cc1ccc(-c2cnc3c(c2)C(=O)N([C@H](C)CO)C[C@@H](C)[C@H](CN(C)CC2CCCCC2)O3)cc1	1.5	0	-65	35
C[C@H]1CN([C@@H](C)CO)S(=O)(=O)c2ccc(C#CC3CC3)cc2O[C@H]1CN(C)C(=O)c1cccc(F)c1	1.5	4	-15	·
C[C@@H]1CN([C@H](C)CO)S(=O)(=O)c2ccc(-c3ccncc3)cc2O[C@H]1CN(C)C(=O)C1CCC1	0.8	·	-2	103*
COc1ccc2c3c(n(C)c2c1)[C@@H](CO)N(Cc1ccccc1F)CC31CN(C(=O)C2CC2)C1	-4.3	7	-11	·
CN1C(=O)c2cc(NC(=O)c3ccc(C(F)(F)F)cc3)ccc2OC[C@@H]2O[C@H](CC(=O)O)CC[C@H]21	4.9	-3	2	9
COc1ccc(NC(=O)Nc2ccc3c(c2)C(=O)N([C@H](C)CO)C[C@H](C)[C@H](CN(C)C(=O)NC(C)C)OCCCC[C@H](C)O3)cc1	-0.9	-4	4	17
C[C@@H]1CN([C@H](C)CO)C(=O)c2cc(-c3ccncc3)cnc2O[C@@H]1CN(C)C(=O)C1CCC1	0.7	·	27	40
CC(C)NC(=O)Nc1ccc2c(c1)C(=O)N(C)[C@@H]1CC[C@H](CC(=O)NCc3ccc(F)cc3)O[C@@H]1CO2	-0.3	-7	·	35
C[C@@H]1CCCCO[C@@H](CN(C)C(=O)CCC(F)(F)F)[C@H](C)CN([C@H](C)CO)C(=O)c2cc(NC(=O)C3CCCCC3)ccc2O1	0.0	-1	-1	52
C[C@H]1CN([C@@H](C)CO)C(=O)Cc2cc(NC(=O)Nc3cccc4ccccc34)ccc2O[C@@H]1CN(C)C(=O)Nc1ccc2c(c1)OCO2	1.8	11	-14	28
CO[C@H]1CN(C)C(=O)c2cc(NC(=O)Cc3ccccc3)ccc2OC[C@H](C)N(C)C[C@@H]1C	-0.7	-1	·	-21

4 of the entries above in order of their number in Pf Dd2 growth, lowest first.
canonical_smiles	Pf Dd2 growth
CC(C)CC#Cc1ccc2c(c1)O[C@@H](CN(C)S(=O)(=O)c1ccc(F)cc1)[C@H](C)CN([C@@H](C)CO)S2(=O)=O	-68
C[C@H](CO)N1C[C@H](C)[C@H](CN(C)C(=O)NC2CCCCC2)OCCCC[C@H](C)Oc2ccc(NC(=O)c3ccncc3)cc2C1=O	-24
CN1C(=O)c2cc(NC(=O)c3ccc(C(F)(F)F)cc3)ccc2OC[C@@H]2O[C@H](CC(=O)O)CC[C@H]21	2
COc1ccc(NC(=O)Nc2ccc3c(c2)C(=O)N([C@H](C)CO)C[C@H](C)[C@H](CN(C)C(=O)NC(C)C)OCCCC[C@H](C)O3)cc1	4

New compounds follow:
SMILES	GASC1 inh	C diff growth	Pf Dd2 growth	Tcruzi prolif
CC(=O)N(C)C[C@@H]1Oc2cc(C#C[C@@H](C)O)ccc2S(=O)(=O)N([C@H](C)CO)C[C@H]1C	0.4	2	14	16
N#C[C@@H]1[C@@H](c2ccccc2C2=CCCC2)[C@@H](CO)N1C(=O)NC1CCCCC1	-1.2	0	9	·
COc1ccc(NC(=O)N2CCCCN3[C@H](CO)[C@H](c4ccc(C#CCC(C)C)cc4)[C@H]3C2)cc1	-1.1	33	-55	60
COCC#Cc1ccc2c(c1)O[C@@H](CN(C)C(=O)c1ccccc1F)[C@@H](C)CN([C@H](C)CO)S2(=O)=O	2.0	2	-47	28
COc1ccc(S(=O)(=O)N(C)C[C@H]2Oc3c(NC(=O)c4ccncc4)cccc3C(=O)N([C@@H](C)CO)C[C@H]2C)cc1	0.7	·	-23	106
O=C(C[C@@H]1C=C[C@H](NC(=O)c2ccncc2)[C@H](CO)O1)NCCc1ccncc1	9.9	-3	·	·
C[C@@H]1CCCCO[C@@H](CN(C)S(=O)(=O)c2ccc(Cl)cc2)[C@@H](C)CN([C@@H](C)CO)C(=O)c2cc(NS(=O)(=O)c3cccs3)ccc2O1	1.1	14	·	91
COCC(=O)N(C)C[C@@H]1Oc2cc(-c3ccncc3)ccc2S(=O)(=O)N([C@@H](C)CO)C[C@@H]1C	1.3	0	5	25
COCC#Cc1cnc2c(c1)C(=O)N([C@H](C)CO)C[C@@H](C)[C@@H](CN(C)Cc1ccc(F)cc1)O2	-2.5	-2	-2	-4
C[C@@H]1CN([C@@H](C)CO)C(=O)Cc2cc(NC(=O)Cc3ccccc3)ccc2O[C@@H]1CN(C)CC1CCCCC1	1.1	-8	-14	51
Cc1ccc(S(=O)(=O)Nc2ccc3c(c2)C(=O)N([C@H](C)CO)C[C@@H](C)[C@@H](CN(C)S(=O)(=O)c2ccc(Cl)cc2)O3)cc1	-1.3	3	28	·
COc1ccccc1CNC(=O)C[C@H]1CC[C@@H]2[C@H](COC[C@H](O)CN2Cc2ccccc2)O1	0.7	3&-2	7	·
CCC(=O)N[C@H]1CC[C@H](CC(=O)NCc2cc(F)cc(F)c2)O[C@H]1CO	0.2	·	17	-22
CC(C)CC#Cc1cnc2c(c1)C(=O)N([C@@H](C)CO)C[C@@H](C)[C@@H](CN(C)Cc1ccc(F)cc1)O2	-0.1	11	-57	?
CN(C[C@@H]1[C@H](c2ccccc2)[C@H](CO)N1C(=O)C1CC1)C(=O)c1ccccn1	3.4	-1	-4	13
Cc1noc(C)c1S(=O)(=O)N(C)C[C@@H]1Oc2ccc(NS(=O)(=O)c3ccccc3)cc2CC(=O)N([C@H](C)CO)C[C@H]1C	0.1	-9	12	15
O=C(C[C@@H]1CC[C@H]2[C@@H](COC[C@H](O)CN2CCc2ccccc2)O1)NCCCN1CCOCC1	0.5	2&-6	12	-125
COc1ccc(NC(=O)N[C@H]2C=C[C@@H](CC(=O)NCc3ccccn3)O[C@@H]2CO)cc1	-0.4	-2	26	-3
Cc1ccc(S(=O)(=O)Nc2ccc3c(c2)C(=O)N([C@@H](C)CO)C[C@@H](C)[C@@H](CN(C)Cc2ccc4c(c2)OCO4)OCCCC[C@@H](C)O3)cc1	0.4	-4	-67	45
C[C@H]1CN([C@@H](C)CO)S(=O)(=O)c2ccc(C3=CCCCC3)cc2O[C@@H]1CN(C)C(=O)c1ccc(F)cc1	2.2	-1	-40	115*
COc1ccccc1CNC(=O)C[C@@H]1C=C[C@@H](NC(C)=O)[C@H](CO)O1	0.4	-1	-9	0
CCC(=O)N[C@H]1C=C[C@@H](CC(=O)NCC2CC2)O[C@@H]1CO	-0.1	-10	25	·
COCC(=O)Nc1ccc2c(c1)OC[C@@H](C)N(C(=O)Cc1cccnc1)C[C@@H](C)[C@@H](OC)CN(C)C2=O	1.4	·	2	42
COc1ccc(-c2ccc3c(c2)O[C@H](CN(C)C(=O)Nc2ccccc2F)[C@@H](C)CN([C@H](C)CO)S3(=O)=O)cc1	·	-1	-53	49
COc1ccccc1C(=O)Nc1ccc2c(c1)C(=O)N(C)[C@H]1CC[C@@H](CC(=O)NCCc3ccncc3)O[C@H]1CO2	5.3	-6	·	8
C[C@@H]1CN([C@H](C)CO)C(=O)c2cc(NC(=O)C3CCCCC3)ccc2O[C@@H]1CN(C)CC1CCCCC1	-0.5	-2	16	-39
COCC(=O)N1C[C@H](C)[C@@H](OC)CN(C)C(=O)c2cc(NS(C)(=O)=O)ccc2OC[C@H]1C	·	-4	35	·
COc1ccc(NC(=O)Nc2ccc3c(c2)[C@@H]2C[C@H](CC(=O)O)O[C@@H](CO)[C@@H]2O3)cc1	0.3	·	14	-3
CN(C)C(=O)c1ccc(-c2ccc([C@@H]3[C@@H](CO)N(C(=O)C4CC4)[C@H]3C#N)cc2)cc1	0.5	1	-14	67
CC(=O)N1CC[C@@H]2[C@H]1c1cc(-c3ccccc3)ccc1N[C@@H]2CO	-0.3	-23	16	32
C[C@H](NC(=O)[C@H]1[C@H](CO)[C@H]2Cn3c(cccc3=O)[C@@H]1N2Cc1ccncc1)c1ccccc1	-2.2	-4	4	21
C[C@@H]1CN([C@@H](C)CO)C(=O)c2cc(C#Cc3ccccc3)cnc2O[C@H]1CN(C)Cc1ccccn1	0.5	-4	-36	90
Cc1ccc(S(=O)(=O)N(C)C[C@H]2OCCCC[C@H](C)Oc3ccc(NS(C)(=O)=O)cc3C(=O)N([C@H](C)CO)C[C@H]2C)cc1	0.3	-1	-12	4
Cc1ccc(S(=O)(=O)Nc2cccc3c2O[C@@H](CN(C)Cc2ccc(C(=O)O)cc2)[C@H](C)CN([C@H](C)CO)C3=O)cc1	1.6	1	12	19
COc1ccc(NC(=O)Nc2ccc3c(c2)CC(=O)N([C@H](C)CO)C[C@H](C)[C@@H](CN(C)Cc2ccc(C(=O)Nc4ccccc4N)cc2)O3)cc1	0.4	1	-79	·
C[C@H]1CN([C@@H](C)CO)C(=O)c2cc(-c3ccc(F)cc3)cnc2O[C@H]1CN(C)Cc1cccnc1	-0.3	-1	34	41
CNC[C@H]1Oc2ccc(NS(=O)(=O)c3c(C)noc3C)cc2C(=O)N([C@@H](C)CO)C[C@@H]1C	0.0	2	46	14
CC(C)CC#Cc1ccc2c(c1)O[C@H](CN(C)C(=O)c1ccncc1)[C@@H](C)CN([C@@H](C)CO)S2(=O)=O	19	-1	-16	86
COc1ccccc1S(=O)(=O)N[C@H]1CC[C@H](CC(=O)N2CCN(C)CC2)O[C@H]1CO	-0.9	·	15	1
C[C@H]1CN([C@@H](C)CO)C(=O)CCCn2nncc2CO[C@H]1CN(C)Cc1cccc(O)c1	0.9	·	-4	2
O=C(C[C@@H]1CC[C@H]2[C@@H](COC[C@@H](O)CN2Cc2ccccc2)O1)NCCc1ccccc1	0.0	5	2	49
C[C@@H]1CN([C@H](C)CO)C(=O)c2cc(NS(=O)(=O)c3cccs3)ccc2O[C@@H](C)CCCCO[C@@H]1CN(C)C(=O)C1CCCCC1	1.7	5	-35	18
C[C@@H]1CCCCO[C@H](CN(C)Cc2ccc3c(c2)OCO3)[C@H](C)CN([C@@H](C)CO)C(=O)c2cc(NC(=O)CCC(F)(F)F)ccc2O1	0.2	3	-8	-39
COCC(=O)Nc1ccc2c(c1)OC[C@@H](C)NC[C@@H](C)[C@H](OC)CN(C)C2=O	-0.3	-2	·	28
CC(=O)N(C)C[C@@H]1Oc2ncc(-c3ccc(C#N)cc3)cc2C(=O)N([C@H](C)CO)C[C@@H]1C	-1.3	-1	20	9
O=C(Nc1ccc(F)cc1)N1C[C@@H]2N[C@H](C1)C2c1ccc(-c2cccnc2)cc1 (some centres undefined)	-2.1&-1.8	-5&-2	-53&-26	·
O=C(Nc1ccccc1F)N1CCCCN2[C@H](CO)[C@@H](c3ccc(C#Cc4cccnc4)cc3)[C@@H]2C1	4.5	30	-26	99*
CCC(=O)N(C)C[C@@H]1Oc2cc(-c3ccccc3)ccc2S(=O)(=O)N([C@@H](C)CO)C[C@H]1C	0.3	0	-49	61
O=C(NCCN1CCCCC1)[C@H]1[C@H](CO)[C@H]2Cn3c(cccc3=O)[C@H]2N1Cc1ccccn1	-0.7	1	·	0
Cc1noc(C)c1NC(=O)NCC[C@@H]1CC[C@H](NC(=O)c2ccccc2)[C@@H](CO)O1	1.2	12	19	-12
CC(C)C#Cc1ccc([C@@H]2[C@H](C#N)N(C(=O)c3cccc(F)c3)[C@H]2CO)cc1	2.6	-5	-28	?
Cc1noc(C)c1S(=O)(=O)Nc1ccc2c(c1)C(=O)N([C@@H](C)CO)C[C@H](C)[C@@H](CN(C)S(=O)(=O)c1cn(C)cn1)O2	-0.9	3	7	-12
O=C(c1ccc(F)cc1)N1CC(=O)N2[C@H](CO)[C@@H](c3ccc(C4=CCCC4)cc3)[C@@H]2C1	1.1	-1	6	·
C[C@@H](NC(=O)C[C@H]1CC[C@H](NC(=O)Nc2ccc3c(c2)OCO3)[C@@H](CO)O1)c1ccccc1	0.5	·	15	29
